All columns: NCI-60 one-dose screen, growth in % after 48 h at 10 µM unless noted; 100 = growth as untreated, 0 = no growth, -100 = all killed.
NCI-H460: NCI-H460 lung cancer; 82,000 compounds, 6.8% hits
CAKI-1: CAKI-1 renal cancer. 75,000 compounds, 4.7% hits. AID 1794772
NCI-H322M: NCI-H322M lung cancer; 80,000 compounds, 2.7% hits; AID 1794733
RXF 393: RXF 393 renal cancer cells. 77,000 compounds, 6.9% hits. AID 1794773
NCI-H522: NCI-H522 lung cancer; 78,000 compounds, 8% hits; AID 1794739
TK-10: TK-10 renal cancer cells. 81,000 compounds, 3.9% hits. AID 1794769
UO-31: UO-31 renal cancer; 81,000 compounds, 5.2% hits
786-0: 786-0 renal cancer cells. 81,000 compounds, 5.1% hits
ACHN: ACHN renal cancer. 81,000 compounds, 4.9% hits. AID 1794771
The depositor's hits bear a star; / = no result given; & = joins results of further samples. How the source made its calls: active means growth percent below 10; inactive means the rest.

no.	mol	NCI-H460	CAKI-1	NCI-H322M	RXF 393	NCI-H522
1	CC(=O)C1C(=O)C(=O)N(c2cccc(C)c2C)C1=O (stereo not drawn)	105.9	98.7	104.9	115.3	93.7
2	CC(=O)Nc1ccccc1C(F)(F)F	100.6	93.2	107.3	97.1	103.0
3	COc1ccc(C(Nc2nc(C)cs2)c2cn(C)c3ccccc23)cc1 (stereo not drawn)	90.4	92.4	99.9	96.6	60.7
4	Cc1ccc(C(C)C)c(S)c1C(C)C	109.9	/	95.4	111.1	79.7
5	CCCCOc1nc2ccc(C)cc2cc1-c1cc(-c2ccc(Cl)cc2)nc(-c2ccc(Cl)cc2)c1	104.2	95.6	104.3	112.1	96.4
6	CC(=O)O[C@@H]1CC2C(C)(C)CCCC2(C)C2=C1C(=O)C(C(C)C)=CC2=O (stereo partly drawn)	-8.5*	-4.0*	-19.1*	-57.8*	-27.1*
7	CCN(CC)CCOCCOC(=O)c1ccc(N)cc1	107.0	95.1	134.2	130.8	/
8	NNc1ccc(Cl)cc1Cl	97.5	58.8	77.3	101.8	53.6
9	CCc1cccc(C(C)(C)C)c1NC(=S)N/C=C(\c1ccccc1)S(=O)Cc1ccccc1 (stereo not drawn)	104.6	100.6	103.3	97.3	89.8
10	N#CCCN(CCC#N)P(=O)(N(CCC#N)CCC#N)N(CCC#N)CCC#N	112.1	90.0	94.1	/	72.7
11	COc1ccccc1Nc1nnc(-c2c[nH]c3ccccc23)o1	10.8	22.0	43.5	-48.2*	-31.5*
12	CC1CN=C(NS(=O)(=O)c2ccccc2)N1 (stereo not drawn)	103.8	99.1	/	98.5	115.0

no.	TK-10	UO-31	786-0	ACHN
1	109.8	87.7	110.4	97.5
2	91.8	95.2	108.2	101.5
3	114.2	75.0	96.8	85.5
4	93.1	86.8	90.8	116.3
5	110.2	93.4	106.5	98.4
6	18.6	-94.1*	16.0	-70.2*
7	111.4	118.6	99.8	102.3
8	94.3	29.2	86.5	54.7
9	99.7	88.3	101.5	102.9
10	93.8	84.0	101.8	102.7
11	22.8	32.5	9.2*	23.1
12	117.2	92.2	101.2	90.8

The list goes on:
no.	mol	NCI-H460	CAKI-1	NCI-H322M	RXF 393	NCI-H522
13	Cc1ccc(N)c(Br)c1	102.3	83.6	99.4	103.9	103.8
14	CC1(C)OC(=O)CC1CCCC(=O)O (stereo not drawn)	114.8	105.8	117.3	118.5	107.6
15	CCCCCCCCCCC(CCc1ccccc1)CSCC(CCCCCCCCCC)CCc1ccccc1 (stereo not drawn)	101.4	100.2	107.4	87.2	107.7
16	COc1ccc(-c2cc(Cc3cccs3)c(=O)n(Cn3ccc4ccccc43)n2)cc1	115.3	95.7	109.8	115.8	95.5
17	Cc1cc(C)cc(-n2nnc3ccccc3c2=O)c1	98.9	90.7	115.9	100.6	94.6
18	O=C(O)c1cn(C2CC2)c2cc(N3CCN(C(=O)CSc4nnc(-c5cc(-c6ccccc6)nc6ccccc56)o4)CC3)c(F)cc2c1=O	106.9	103.1	/	126.7	93.4
19	N=CN	109.5	97.3	98.6	110.8	/
20	CC1C(=O)OC2C1CCC1(C)C3(C)C(=O)C=CC213 (stereo not drawn)	102.2	103.5	/	94.5	83.6
21	Cn1cc(C(=O)c2nc(-c3c[nH]c4ccc(Br)cc34)no2)c2cc(Br)ccc21	12.5	67.4	73.4	96.4	84.2
22	C/C=C(\C)C(=O)O[C@@H]1C2C=C3C4CC(=O)O[C@@H](c5ccoc5)[C@]4(C)CC[C@@H]3[C@@](C)(C2=O)[C@@H]([C@@H](O)C(=O)OC)C1(C)C (stereo partly drawn)	97.6	96.2	98.8	97.9	82.7
23	COc1ccc(/C=N\NC(=O)N/N=C/c2ccc(OC)cc2)cc1	107.7	110.8	105.2	116.6	108.0
24	Cc1ccc(C2CC(c3ccc(NC(=O)Nc4ccccc4)cc3)=NN2c2ccc(S(N)(=O)=O)cc2)cc1 (stereo not drawn)	-86.1*	-98.2*	-96.5*	-91.3*	-84.0*

no.	TK-10	UO-31	786-0	ACHN
13	106.9	77.2	113.9	112.9
14	108.8	101.9	104.6	109.5
15	112.2	88.1	/	116.1
16	98.1	83.0	110.3	102.0
17	107.9	91.2	92.9	110.2
18	109.3	88.9	102.2	107.9
19	103.6	92.0	111.4	100.5
20	105.7	89.4	108.5	93.0
21	99.9	67.0	99.4	80.9
22	85.3	92.5	88.7	107.5
23	/	74.7	105.8	103.5
24	-81.4*	-100.0*	-87.9*	-100.0*

Other structures follow:
no.	mol	NCI-H460	CAKI-1	NCI-H322M	RXF 393	NCI-H522
25	COc1cc(/C=N/NC(=S)NNC(=S)NC2CCCCC2)cc(OC)c1OC	97.1	77.7	93.7	95.6	89.3
26	Cc1cc(O)cc(O)c1	116.2	100.9	117.3	111.6	94.3
27	Cn1cc(-c2cc(N)n3nc(-c4c[nH]c5ccc(Cl)cc45)cc3n2)c2cc(Br)cnc21	-58.0*	-63.0*	32.3	-70.4*	-71.0*
28	O=c1oc2c(cnc3ccc(Br)cc32)cc1-c1ccccc1	105.4	101.0	101.9	113.1	100.3
29	C=CCN1[C@@H]2CC3CN4C(=O)C(=O)N5c6cccc7c6[C@](O)(CCC7)[C@H]2[C@@]45[C@]31C(=O)OCC (stereo partly drawn)	103.9	86.7	104.6	98.0	86.4
30	O=[N+]([O-])c1ccccc1-c1ccc(Cl)cc1	98.0	101.5	116.4	99.4	95.8
31	C=CN1C(=O)NC2(CCCCC2)C1=O	103.5	105.1	103.3	105.2	/
32	OCCNC(=S)Nc1ccc(-c2nc(N3C[C@H]4CC[C@@H](C3)O4)c3cccn3n2)cc1	11.0	6.3*	19.3	-31.4*	13.3
33	O=C1OC2C(I)C3CC2C1C3c1ccccc1 (stereo not drawn)	117.3	/	139.4	112.9	110.2
34	CCOC1=C(c2ccccc2)Oc2ccccc2-n2c(C#N)c3ccccc3c21	103.4	86.1	86.5	/	78.5
35	C/C=C/C(=O)N1c2ccccc2CC1c1c(C)[nH]c2ccccc12 (stereo not drawn)	98.9	84.1	95.0	94.5	58.9
36	Fc1ccc(Nc2nc(-c3ccncc3)cs2)cc1	93.4	74.4	/	58.9	91.1

no.	TK-10	UO-31	786-0	ACHN
25	146.7	70.3	101.8	94.2
26	103.1	85.1	108.2	106.7
27	-53.1*	-39.3*	-93.7*	-76.3*
28	113.7	95.3	95.4	106.9
29	96.7	76.1	78.1	76.3
30	99.9	90.3	113.5	106.7
31	90.7	98.4	102.2	103.7
32	-28.2*	-13.8*	1.9*	6.2*
33	145.3	95.8	95.2	102.2
34	/	79.6	97.4	89.0
35	83.7	70.3	91.0	105.7
36	102.2	/	75.3	78.7

Next part:
no.	mol	NCI-H460	CAKI-1	NCI-H322M	RXF 393	NCI-H522
37	Cc1cc(C)cc(NC(=O)Cn2c(-c3nonc3N)nc3ccccc32)c1	105.3	104.3	107.2	111.0	97.1
38	Cc1ccc(S(=O)(=O)N(C)c2ccccc2C(=O)NO)cc1	103.0	97.2	102.1	99.4	94.2
39	CC(=O)CCC(=O)O	101.9	/	101.2	111.4	99.3
40	CC1=Nc2nc(=N)nc3cccc(n23)N1	113.4	89.3	103.4	105.9	92.6
41	O=NN(CCCl)C(=O)Nc1ccc(NC(=O)N(CCCl)N=O)cc1	88.7	100.2	112.1	109.0	113.8
42	N#C/C(=C\NC(=S)NC1CCCCC1)c1nc2ccccc2s1	99.2	89.0	84.5	106.4	76.8
43	COc1cc(/C=C/C(=O)c2ccccc2)cc(OC)c1OC	70.7	-23.3*	95.5	73.2	/
44	CCOC(=O)/C=C1\S/C(=N\Nc2ccc([N+](=O)[O-])cc2[N+](=O)[O-])N(CC)C1=O	100.8	85.0	100.7	102.3	87.7
45	CN(C)Cc1ncccc1O	105.4	73.4	316.1	104.1	86.8
46	C=C(C)[C@@H]1CC[C@]2(C(=O)OC)CC[C@]3(C)[C@H](CC[C@@H]4[C@@]5(C)Cc6cc(Cc7ccccc7)oc6C(C)(C)[C@@H]5CC[C@]43C)[C@@H]12	107.5	/	101.2	99.9	83.1
47	COc1ccc2oc(C3CCc4ccccc43)cc2c1 (stereo not drawn)	101.2	90.1	93.5	98.9	100.9
48	CC(=O)N1N=C(c2ccc(Nc3nc(Nc4ccc(Cl)cc4)nc(Nc4ccc(Cl)cc4)n3)cc2)CC1c1ccc(N(C)C)cc1 (stereo not drawn)	95.6	89.5	100.2	65.4	85.3

no.	TK-10	UO-31	786-0	ACHN
37	107.5	102.7	111.1	99.4
38	92.2	81.6	104.8	105.4
39	103.5	88.9	105.0	95.1
40	98.4	/	101.6	110.0
41	114.1	96.6	61.3	96.4
42	124.5	50.6	103.3	86.5
43	112.4	49.7	89.0	51.1
44	116.4	95.1	101.0	103.8
45	239.7	82.8	102.1	101.6
46	92.6	92.2	92.6	98.0
47	97.2	81.9	100.7	101.3
48	110.5	79.5	90.3	94.9

(cont.)
no.	mol	NCI-H460	CAKI-1	NCI-H322M	RXF 393	NCI-H522
49	CCc1c(C)c2cc3c(oc(=S)n3C/C=C\c3ccccc3)c(C)c2oc1=O	107.3	/	96.5	105.0	95.0
50	CCOC(=O)c1cc(C(=O)OCC)n2c1ccc1c3ccccc3ccc12	114.3	85.2	105.0	99.5	105.7
51	C=CCn1c2ccc(Br)cc2c2c3c(c4c5ccccc5ccc4c21)C(=O)NC3=O	93.1	93.1	89.8	99.1	90.6
52	CC(Br)C(OC(=O)c1ccco1)c1cc2c(cc1Br)OCO2 (stereo not drawn)	99.9	74.5	94.1	93.2	69.6
53	CCc1cc2c(cc1Cl)nc1c(=O)[nH]c(=O)nc-1n2CCOCC(C)(C)C	56.4	70.8	63.7	75.5	70.5
54	CCC(C)CC(C)C(=O)c1c(O)ccn(O)c1=O (stereo not drawn)	23.7	40.3	52.5	35.4	33.2
55	CCCCCc1ccc(S(=O)(=O)Nc2cc(-c3csc(NC(C)=O)n3)ccc2N2CCN(C)CC2)cc1	-11.4*	64.1	73.2	33.3	67.3
56	O=C(c1ccc(F)cc1)c1cc2ccccc2o1	108.4	91.3	99.2	116.5	95.5
57	O=C(CN1CCOCC1)n1cnc2ccccc21	102.6	86.0	103.5	100.4	89.5
58	CC(=O)C1C(=O)C=C(C)OC1=O (stereo not drawn)	106.1&96.8	100.9&102.7	102.7&102.2	105.9&95.7	114.6&99.7
59	COc1cc2cc3c(nc2cc1OC)CCN3Cc1ccc(NC(=O)Nc2ccccc2)cc1	99.3	74.8	103.3	72.9	91.5
60	CN(C)c1ccc(C2NNC(=S)N2)cc1 (stereo not drawn)	92.8	95.1	100.6	111.5	93.1

no.	TK-10	UO-31	786-0	ACHN
49	99.3	83.6	99.7	/
50	106.1	66.9	91.9	83.1
51	116.7	67.4	101.5	105.5
52	80.9	80.1	/	100.3
53	160.2	44.3	81.1	65.7
54	83.7	6.4*	70.0	16.6
55	99.3	49.4	56.7	54.6
56	84.9	90.9	93.9	108.3
57	109.1	71.1	104.2	97.6
58	99.9&120.9	85.4&75.6	115.9&101.1	103.7&99.6
59	112.3	64.7	94.5	76.8
60	100.5	90.9	91.3	105.9

Further entries follow:
no.	mol	NCI-H460	CAKI-1	NCI-H322M	RXF 393	NCI-H522
61	Cc1c(C)c(N2C(=O)c3c(F)c(F)c(F)c(F)c3C2=O)c(C)c2c1OC(C)(CCCC(C)CCCC(C)CCCC(C)C)CC2 (stereo not drawn)	112.6	110.5	98.0	108.4	102.6
62	O=C(Cn1c2ccccc2c2ccncc21)N/N=C/c1cc(O)c(O)c(O)c1	101.2	/	108.0	97.7	84.5
63	CCCC1(c2ccccc2)NC(=O)NC1=O (stereo not drawn)	108.6	116.1	124.2	108.9	/
64	O=[N+]([O-])c1cccc(C2NC(=S)Nc3c2sc2ccc(Cl)cc32)c1 (stereo not drawn)	89.6	78.1	88.8	109.9	86.4
65	CCc1nn2c(-c3ccc(Cl)cc3C)c(-c3cc(OC)c(OC)c(OC)c3)nc2s1	84.8	55.2	69.7	85.2	/
66	CCc1ccc(C(=Nc2ccc(N(C)C(=O)CN3CCN(C)CC3)cc2)c2c(O)[nH]c3ccc(C(=O)OC)cc23)cc1	-74.5*	-82.9*	-39.7*	-96.8*	-64.1*
67	O=c1cc(OCCCCSC(=S)N2CCCCC2)c2ccccc2o1	102.2	96.4	99.3	97.8	70.9
68	O=S(=O)(Cc1ccccc1)NC1c2ccccc2Oc2ccccc21	102.7	79.1	95.9	71.4	24.2

no.	TK-10	UO-31	786-0	ACHN
61	103.8	89.8	97.3	110.0
62	107.1	98.6	105.1	107.5
63	95.2	/	/	102.6
64	106.1	57.4	98.5	87.1
65	77.2	47.1	72.9	76.7
66	-64.7*	-94.9*	-93.3*	-69.1*
67	106.5	79.8	96.4	93.3
68	91.5	60.5	104.9	80.9

Some of these compounds in order of molar mass, low to high:
no.	mol	NCI-H460	CAKI-1	NCI-H322M	RXF 393	NCI-H522
38	Cc1ccc(S(=O)(=O)N(C)c2ccccc2C(=O)NO)cc1	103.0	97.2	102.1	99.4	94.2
49	CCc1c(C)c2cc3c(oc(=S)n3C/C=C\c3ccccc3)c(C)c2oc1=O	107.3	/	96.5	105.0	95.0
22	C/C=C(\C)C(=O)O[C@@H]1C2C=C3C4CC(=O)O[C@@H](c5ccoc5)[C@]4(C)CC[C@@H]3[C@@](C)(C2=O)[C@@H]([C@@H](O)C(=O)OC)C1(C)C (stereo partly drawn)	97.6	96.2	98.8	97.9	82.7
48	CC(=O)N1N=C(c2ccc(Nc3nc(Nc4ccc(Cl)cc4)nc(Nc4ccc(Cl)cc4)n3)cc2)CC1c1ccc(N(C)C)cc1 (stereo not drawn)	95.6	89.5	100.2	65.4	85.3

no.	TK-10	UO-31	786-0	ACHN
38	92.2	81.6	104.8	105.4
49	99.3	83.6	99.7	/
22	85.3	92.5	88.7	107.5
48	110.5	79.5	90.3	94.9

Screens deposited in PubChem BioAssay by NCI.

No enrichment for hits; 11% or so of the library scored in one or more.
